miR-122 sensor: miR-122 Renilla sensor signal increase in Huh7, primary screen, miR-122 inhibitor project, cell-based, single point, plate reader; Huh7 miR-122 Renilla luciferase sensor, 48 h; neutral wells = 0, positive control = 100; activation (reporter increase), % at 12.5 µM; hit rate 0.3% among 340,000;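 active = mean replicate activation score at least 90 and every replicate individually at or above 90; inconclusive = only one of the two criteria met; inactive = neither criterion met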;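 note: higher luciferase means less miR-122 activity so hits act as miR-122 inhibitors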
SIRT5 inh: SIRT5 desuccinylase inhibitors, primary screen, biochemical, fluorescence imaging, single point, set 5 | NAD-dependent protein deacylase sirtuin-5, mitochondrial (Homo sapiens), Q9NXA8 | Purified SirT5, succinyl-peptide AMC, trypsin-coupled fluorescence | inhibition, % at 15 µM | hit rate 1.1% among 330,000 | AID 652115, 2013; in the data active = inhibition above about 15%; inconclusive = no clear call, values can overlap the other calls
Target sequence (Q9NXA8 whole entry, looked up): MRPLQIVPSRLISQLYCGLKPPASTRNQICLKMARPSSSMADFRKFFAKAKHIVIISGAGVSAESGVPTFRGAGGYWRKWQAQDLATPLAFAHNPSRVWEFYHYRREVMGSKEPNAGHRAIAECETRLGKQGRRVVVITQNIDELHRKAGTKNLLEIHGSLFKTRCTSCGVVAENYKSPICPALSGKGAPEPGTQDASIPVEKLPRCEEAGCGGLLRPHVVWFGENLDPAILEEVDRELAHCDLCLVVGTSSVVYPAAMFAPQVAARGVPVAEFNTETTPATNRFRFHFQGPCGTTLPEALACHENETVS
DENV2 CPE rescue: inhibitors of DENV2 cytopathic effect, primary screen, cell-based, plate reader, single concentration; DENV2-infected cells, cytopathic effect rescue; CPE inhibition, % at 9.99 µM; hit rate 1.7% among 350,000; in the data active = CPE inhibition above about 20%, passing the limit was not always enough; inconclusive = no clear call, values can overlap the other calls; tested in BHK-21 cells;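 note: 0% = median of neutral control wells and 100% = median of positive control wells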
CASP6 VEID inh: human caspase-6 inhibitors, primary screen, biochemical, VEID-R110 fluorescence, single point, set 2. P55212. purified caspase-6, Z-VEID-R110 cleavage fluorescence. inhibition, % at 12.5 µM. hit rate 0.53% among 350,000;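 active = mean inhibition across replicates at least about 35%, with every replicate also reaching that limit, limit read from the data; inconclusive = only one of the two criteria met; inactive = neither criterion met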;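 note: 0% = median of neutral control wells and 100% = no fluorescence left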
Target sequence (P55212 24-179 limits assumed): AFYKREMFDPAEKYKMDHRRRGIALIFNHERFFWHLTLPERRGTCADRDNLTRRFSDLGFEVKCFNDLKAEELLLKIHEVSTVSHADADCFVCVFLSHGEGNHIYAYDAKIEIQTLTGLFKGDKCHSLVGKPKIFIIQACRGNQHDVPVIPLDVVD
Target sequence (P55212 194-293 limits assumed): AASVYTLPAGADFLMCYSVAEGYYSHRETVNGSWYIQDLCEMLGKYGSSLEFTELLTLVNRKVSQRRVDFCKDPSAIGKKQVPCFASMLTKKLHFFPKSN
ERAP1 inh: human ERAP1 aminopeptidase inhibitors, primary screen, biochemical, single point, plate reader; Endoplasmic reticulum aminopeptidase 1 (Homo sapiens), Q9NZ08; recombinant ERAP1, Leu-AMC fluorescence, 60 min; inhibition, % at 10.7 µM; hit rate 0.15% among 340,000; AID 652197, 2013;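 active = mean replicate inhibition of at least 30%, or all replicates individually reaching that 30% level; inactive = mean below 30% and not every replicate reaching it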;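 note: 0% = neutral control wells and 100% = L-leucinethiol positive control wells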
F508del corr: F508del CFTR correction, initial screen, CFBE line, single point. CFBE cells, YFP halide quenching; stimulated with forskolin plus potentiator P3; % fluorescence drop versus neutral controls. activity (quench increase), % at 7.58 µM. hit rate 0.36% among 350,000;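 active = mean added fluorescence quench of at least 8% versus neutral control, with both replicates also reaching 8%; inconclusive = only one of the mean or replicate conditions met; inactive = mean below 8% and not both replicates reaching 8%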;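 note: cells transiently co-express mutant CFTR-F508del with the halide-sensitive YFP; corrector assay measuring rescue of mutant channel to the surface after 24 h compound exposure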
ERp5 inh: inhibitors of ERp5-driven insulin aggregation, primary screen, biochemical, turbidity, absorbance 650 nm, single point; hit rate 0.05% among 350,000; 90 min; Protein disulfide-isomerase A6 (Homo sapiens), Q15084; AID 651711, 2012; inhibition, % at 9.99 µM;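 active = mean replicate inhibition above about 25%, with every replicate also reaching it, limit read from the data, passing the limit was not always enough; inconclusive = only one of those two criteria met; inactive = neither criterion met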
Target sequence (Q15084 whole entry, looked up): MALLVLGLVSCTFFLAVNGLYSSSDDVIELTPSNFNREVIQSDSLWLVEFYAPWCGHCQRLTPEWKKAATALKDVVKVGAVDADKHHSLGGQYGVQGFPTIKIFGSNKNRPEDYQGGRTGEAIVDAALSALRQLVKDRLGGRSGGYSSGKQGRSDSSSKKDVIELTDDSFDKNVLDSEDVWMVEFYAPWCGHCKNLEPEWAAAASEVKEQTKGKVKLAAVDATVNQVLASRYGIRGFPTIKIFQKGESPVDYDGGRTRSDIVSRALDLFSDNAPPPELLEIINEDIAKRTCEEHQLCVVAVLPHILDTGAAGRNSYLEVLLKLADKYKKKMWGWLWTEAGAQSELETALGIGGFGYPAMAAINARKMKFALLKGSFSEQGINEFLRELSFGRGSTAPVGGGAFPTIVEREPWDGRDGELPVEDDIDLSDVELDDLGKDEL
Numbers without * were called inactive; u = inconclusive; x = not tested or not shown; & = joins results of further samples; [ ] = another dose, or the depositor's remark.

miR-122 sensor	smiles	SIRT5 inh	DENV2 CPE rescue	CASP6 VEID inh	ERAP1 inh	F508del corr	ERp5 inh
x	C/C=C/c1cnc2c(c1)C(=O)N([C@@H](C)CO)C[C@H](C)[C@H](CN(C)Cc1ccccc1F)O2	-2.9	10.3	0.9	0.5	-0.6	-0.4
x	COc1ccc(S(=O)(=O)Nc2ccc3c(c2)C(=O)N([C@@H](C)CO)C[C@@H](C)[C@@H](CN(C)S(=O)(=O)c2ccccc2)OCCCC[C@H](C)O3)cc1	10.8	21.2*	1.4	-2.0	1.4	1.5
x	COc1ccc(Nc2ncnc3sc(-c4ccccc4)cc23)c(OC)c1	-1.5	6.5	1.8	x	-1.1	-2.2
4.7[16.7 µM]	Cc1noc(C)c1NC(=O)Nc1cccc2c1O[C@@H](CN(C)C(=O)NC1CCCCC1)[C@H](C)CN([C@H](C)CO)C2=O	-0.4	18.3	x	x	3.0	-2.2
x	CC1CCN(C2=NN3C(=N)/C(=C\c4ccc(OC(=O)c5ccco5)cc4)C(=O)N=C3S2)CC1	-10.4	3.6	0.0	-2.5	1.0	-0.8
x	O=C(CC1CCCC1)N[C@@H](Cc1cccnc1)C(=O)N1CCC[C@H]1C(=O)NC1CCCC1	4.1	19.2	10.9	1.3	3.0	0.7
1.3	CC(CCc1ccccc1)NC(=O)CNC(=O)c1ccccc1Br (stereo not given)	2.1	0.2	2.0	-2.4	3.5	-3.9
3.5	CCc1ncc(C)nc1CC	x	u	0.6	x	-3.1	-5.5
13.5[16.7 µM]	COc1ccc(S(=O)(=O)Nc2cccc3c2O[C@H](CN(C)C(=O)Nc2ccc4c(c2)OCO4)[C@@H](C)CN([C@@H](C)CO)C3=O)cc1	-0.1	-3.8	-0.4	1.8	0.3	-5.7
0.3	c1nc(NCc2ccc3c(c2)OCO3)c2cc(-c3ccoc3)ccc2n1	x	u	-0.8	-3.9	-0.9	-0.4
-2.5	CCc1nc2ccc(C(=O)NCc3cccs3)cn2c1N(C)Cc1nccs1	0.9	-5.9	-1.8	4.2	-0.4	-10.5
x	COc1ccc(CN(C)C[C@H]2Oc3ccc(NC(=O)C4CC4)cc3CC(=O)N([C@H](C)CO)C[C@@H]2C)cc1	2.2	79.2*	-1.7	-0.6	2.1	4.9
x	CC1=NOC(=O)/C1=C\c1ccc(-c2ccc(Br)cc2)o1	-2.2	-9.3	0.9	0.8	-4.6	1.1
x	COc1ccc(CC(=O)NCc2ccc3c(c2)cc(C)n3C)cc1OC	x	-6.3	6.8	-2.8	-2.4	-3.0
-0.5	Cc1ccc(NC(=O)C2CCN(C(=O)c3ccco3)CC2)cc1	-0.3	-2.5	2.4	0.5	1.2	6.6

Shown as tab-separated lines: part of the list above.
canonical_smiles	miR-122 sensor	SIRT5 inh	DENV2 CPE rescue	CASP6 VEID inh	ERAP1 inh	F508del corr	ERp5 inh
CCc1ncc(C)nc1CC	3.5	x	u	0.6	x	-3.1	-5.5
c1nc(NCc2ccc3c(c2)OCO3)c2cc(-c3ccoc3)ccc2n1	0.3	x	u	-0.8	-3.9	-0.9	-0.4

Further structures
miR-122 sensor	smiles	SIRT5 inh	DENV2 CPE rescue	CASP6 VEID inh	ERAP1 inh	F508del corr	ERp5 inh
-6.5[16.7 µM]	C[C@@H]1CN([C@@H](C)CO)C(=O)c2cc(C#CCN(C)C)cnc2O[C@@H]1CN(C)C(=O)c1ccc(F)cc1	9.5	6.2	0.5	-0.8	0.0	-1.7
-0.1[16.7 µM]	Cc1cc(C(=O)Nc2cccc3c2O[C@H](CN(C)C(=O)Nc2ccc4c(c2)OCO4)[C@H](C)CN([C@@H](C)CO)C3=O)n(C)n1	0.4	-2.3	-1.0	-0.1	0.0	-0.8
4.2	CCOc1ccc(-c2c(C)n([O-])c3c([n+]2=O)CCCCC3)cc1	-2.8	0.2	x	-2.2	-1.8	0.7
-0.8	COc1ccc(C2=NS(=O)(=O)N(C)C(C(=O)N3CCCCC3)=C2)cc1OC	2.2	-5.4	-0.1	8.6	3.9	1.0
1.6[16.7 µM]	C[C@H](CO)N1C[C@H](C)[C@@H](CN(C)Cc2ccc3c(c2)OCO3)OCCCC[C@H](C)Oc2ccc(NC(=O)CCCN(C)C)cc2C1=O	8.2	-7.0	-0.5	0.0	-1.2	-2.5
-6.9	O=C(COc1ccc2c(c1)CCC2)N1CCN(c2ccc(F)cc2)CC1	1.0	3.8	-0.4	-1.6	1.7	-6.9
-6.8[16.7 µM]	CCC(=O)N1[C@@H]2c3cccc(=O)n3C[C@@H]2[C@@H](CO)[C@@H]1C(=O)NC1CCCCC1	-2.9	5.6	1.1	-0.6	1.0	-7.3
x	Cc1nc(CN2CCCCC2)c(O)c(=O)[nH]1	0.2	7.9	-6.7	2.3	-0.2	6.5
1.6	Cc1ccc(S(=O)(=O)N2CCCCC2)cc1NC(=O)CNCc1ccco1	-3.8	2.3	-0.1	x	-1.6	-3.3
x	CS(=O)(=O)NN1C(=O)c2ccccc2NC1c1c[nH]c2ccccc12 (stereo not given)	-3.1	-4.8	-0.2	-2.9	-0.9	2.9
-1.9	Cc1ccccc1CC(=O)NC1CCN(C)CC1	1.4	7.1	0.3	-1.3	-1.1	1.2
x	Nc1ccn(Cc2cccc(Cl)c2)n1	-1.9	-4.6	-2.7	9.3	3.5	6.7
-7.7	COc1cc(CN2C[C@@H](CO)O[C@@H](n3cnc4c(NCc5ccc(F)cc5)ncnc43)C2)cc(OC)c1OC	-1.1	1.4	-2.0	0.0	2.0	0.7
-3.3	COc1cc2c(c(OC)c1)C(c1ccncc1)CC(=O)N2 (stereo not given)	-3.6	18.0	-0.9	-5.1	-0.4	2.0
-29.1[16.7 µM]	COc1cccc(NC(=O)N[C@@H]2CC[C@H](CC(=O)Nc3ccc(-c4ccccc4)cc3)O[C@@H]2CO)c1	3.3	1.1	2.3	1.7	-2.3	-3.8
x	Cc1cccc(COC[C@H](Cc2ccccc2)N2CCN(C(=O)c3cccc(Cl)c3)CCC2=O)c1	x	3.6	0.8	-0.6	-0.1	3.9
x	COC(=O)C[C@@H]1C=C[C@@H](NC(C)=O)[C@@H](CO)O1	x	0.6	4.8	-2.1	1.4	2.6
-10.9[16.7 µM]	O=C(C[C@H]1CC[C@@H]2[C@H](COC[C@H](O)CN2Cc2cccc(C(F)(F)F)c2)O1)NCc1ccc(F)cc1	1.2	-10.9	0.4	-0.8	2.2	3.9
-7.0[16.7 µM]	CC(C)NC(=O)N[C@@H]1CC[C@@H](CC(=O)NCCCN(C)C)O[C@@H]1CO	3.7	2.6	0.7	0.9	-0.9	-2.5
-8.0	CC1CN(Cc2ccco2)C(=S)NC1=O (stereo not given)	-1.8	1.0	-3.1	-6.7	-1.4	-0.9
0.3	Cc1cc(C)c2nc(-c3ccccc3)ccc2c1	2.7	u	-0.9	-1.5	-1.9	-6.5
-9.1	CC(OC(=O)C1CC1C)C(=O)Nc1ncc(Cl)cc1Cl (stereo not given)	8.1	5.6	3.1	-6.2	-1.0	2.7
x	CCCN1C(=O)/C(=C/c2ccc(N3CCOCC3)cc2)NC1=S	0.5	4.1	0.9	-2.0	-2.8	-4.2
x	CS(=O)(=O)c1ccc2nc(NC(=O)c3ccc(Cl)nc3)sc2c1	2.9	-1.1	3.0	4.1	-1.1	-4.6
x	CCOc1cc(C=O)ccc1OS(=O)(=O)c1ccc(NC(C)=O)cc1	-0.4	2.3	4.0	0.7	x	5.7
1.5	O=C(CNc1n[nH]c(=O)[nH]c1=O)N/N=C/C=C/c1ccccc1	1.1	0.8	-2.7	-5.2	1.3	4.7
3.6[16.7 µM]	C[C@H](CO)N1C[C@H](C)[C@@H](CN(C)Cc2ccc(C(=O)O)cc2)Oc2ncc(C3=CCCCC3)cc2C1=O	-3.9	5.4	-1.5	-0.5	-2.5	13.1
2.0	N#CCC(=O)Nc1ccc(C(=O)NNC(=S)NC2CC2)cc1	1.2	-8.2	3.0	-1.6	-3.5	-4.5
x	CN(C)c1ccc(/C=N\Nc2nc(-c3ccccc3)cc(=O)[nH]2)cc1	x	14.3	-0.8	-2.0	0.6	2.3
x	Cc1cc(C)nc(NS(=O)(=O)c2cccs2)c1	-19.1	u	-1.1	5.8	x	-1.8
0.0[16.7 µM]	O=C(N[C@@H]1CC[C@H](CCn2cc(C3CC3)nn2)O[C@@H]1CO)c1cccnc1	12.5	-3.2	-0.4	-1.8	1.7	-4.4
-2.8	Cc1cccc(-n2c(Cc3cc(=O)[nH]c(=O)[nH]3)nnc2SCC(=O)N2CCc3ccccc32)c1	3.9	-2.7	0.0	3.7	4.2	1.6
1.0	Cc1ccc2cc(NC(=O)c3ccccc3)ccc2n1	-4.1	1.3	1.9	-2.6	0.6	1.0
-0.8	Cn1c(=O)oc2cc(S(=O)(=O)CCC(=O)N3CCN(c4ccccc4F)CC3)ccc21	-1.4	-3.3	1.9	0.5	1.9	-4.7
10.7	COc1ccc(S(=O)(=O)N2CCOCC2)cc1NC(=O)c1ccc(-n2nc(C)cc2C)cc1	-5.9	1.5	1.5	-1.2	-1.3	-3.1
x	CCOC(=O)c1c(S(=O)(=O)NCC(=O)N2CCN(c3cccc(OC)c3)CC2)c(C)n(C)c1C	3.1	2.6	4.0	5.0	-0.7	2.9
-0.8	Cc1ccc([C@H]2C(C(=O)O)=CC[C@@H](c3cccc(Cl)c3)N2S(=O)(=O)c2ccc(C)cc2)cc1	0.6	-2.3	5.4	1.3	0.7	-5.2
x	COc1ccc(C(=O)NCC(=O)N=Nc2c(O)n(Cc3ccccc3)c3ccccc23)cc1OC	0.8	0.0	-2.6	12.7	3.8	7.0
3.5[16.7 µM]	CNC[C@@H]1OCCCC[C@H](C)Oc2ccc(NC(=O)Nc3ccc4c(c3)OCO4)cc2C(=O)N([C@@H](C)CO)C[C@H]1C	-2.1	u	0.8	-2.0	3.5	-2.5
4.6	COc1ccc(CCC(=O)Nc2nnc(C(F)(F)F)s2)cc1	-3.3	-3.7	1.9	5.1	-0.2	5.8
-1.8	CC1Cc2nc(SCC(=O)NCc3ccco3)n(-c3ccccc3)c(=O)c2S1 (stereo not given)	-3.4	u	6.0	5.4	-1.1	1.7
0.4	O=C(/C=C/c1cccc(C(F)(F)F)c1)OCC(=O)N1CCN(c2ccccc2)CC1	-0.4	-2.8	1.4	1.2	2.2	-2.6
-5.8	CCOC(=O)c1ccc(NC(=O)C2CCCN(S(=O)(=O)c3cnc[nH]3)C2)cc1 (stereo not given)	x	u	1.8	1.9	0.6	-2.2
-3.1	COc1ccc(Cl)cc1/C=N/NC(=O)c1c(-c2ccccc2)noc1C	1.7	u	-2.0	1.8	-0.9	-4.5
2.0	COc1ccc(S(=O)(=O)N2CCOCC2)cc1NC(=O)c1ccc(OC(F)F)cc1	-3.6	3.8	-2.4	-1.3	-0.2	-5.0
-2.4	CC(C)c1ccc(NC(=O)C2(C)Cc3c(-c4cccc(C(F)(F)F)c4)ccnc3O2)cc1 (stereo not given)	-5.8	8.7	5.7	-4.4	4.4	-0.3
x	O=C(Nc1ccccc1)C1=C[C@H](c2coc3ccccc3c2=O)C[C@H](OCCCCO)O1	-2.0	1.8	-0.1&-5.3	-3.3&0.1	0.4&1.0	-2.4&1.3

Shown as a hit in DENV2 CPE rescue, of those listed so far:
miR-122 sensor	smiles	SIRT5 inh	DENV2 CPE rescue	CASP6 VEID inh	ERAP1 inh	F508del corr	ERp5 inh
x	COc1ccc(S(=O)(=O)Nc2ccc3c(c2)C(=O)N([C@@H](C)CO)C[C@@H](C)[C@@H](CN(C)S(=O)(=O)c2ccccc2)OCCCC[C@H](C)O3)cc1	10.8	21.2*	1.4	-2.0	1.4	1.5
x	COc1ccc(CN(C)C[C@H]2Oc3ccc(NC(=O)C4CC4)cc3CC(=O)N([C@H](C)CO)C[C@@H]2C)cc1	2.2	79.2*	-1.7	-0.6	2.1	4.9

Bioassay records deposited in PubChem by Broad Institute.
